# TTR transcr act = TTR transcription activators in neuroblastoma reporter cells, primary screen, cell-based, luminescence, SH-SY5Y, TTR promoter Gaussia luciferase; activation, % at 16.7 µM; 100% = recombinant luciferase protein wells; actives 1.3% (n = 92,000);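 active = activation above the mean of all tested compounds plus 3 SD, cut at about 9.5% in these data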;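 also: cells exposed to compounds for one day before reading; 0% = median of all test compound wells on the plate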
# * marks the source's active call; other numbers are inactive results. These rows are one share of the data; the hit share may differ from the screen's.
No.	Molecule	TTR transcr act
1	C=CCC1(CC=C)CCCN1C(=O)CC1C(=O)NCCN1Cc1cccc(OC)c1OC (configuration not stated)	-1.0
2	O=C(C[C@H]1C[C@@H]2c3cc(NS(=O)(=O)c4ccccc4)ccc3O[C@@H]2[C@H](CO)O1)NC1CCCC1	8.3
3	CCOc1cccc(OCCOc2ccc(C(=O)c3ccccc3)cc2)c1	-4.7
4	Cc1nc(Nc2ccc(Cl)c(Cl)c2)sc1C(/C=C/c1ccc2c(c1)OCO2)=NNc1ccc([N+](=O)[O-])cc1[N+](=O)[O-]	2.3
5	Cc1[nH]c2ccccc2c1N=Nc1c(C)n(C)n(-c2ccccc2)c1=O	2.1
6	C[C@H]1CN([C@@H](C)CO)C(=O)c2cc(C#CC3(O)CCCC3)cnc2O[C@H]1CN(C)C(=O)C1CC1	-1.2
7	O=C(Cn1ncc(Cl)c(Cl)c1=O)c1ccc(Cl)cc1	-6.7
8	CCC(=O)c1ccc(OCC(=O)N2CCN(c3ccccn3)CC2)cc1	0.5
9	Cc1ccccc1-n1c(SCc2c(C)noc2C)nnc1-c1ccncc1	-1.1
10	Cn1c(=S)[nH]c2cccnc21	1.5
11	CC(C)S(=O)(=O)c1csc(NC(=O)Nc2ccc(Cl)cc2)c1	-1.7
12	Cc1cc(NC(=O)C(C)Sc2nc(-c3ccccc3)cc(=O)[nH]2)no1 (configuration not stated)	3.5
13	Cc1onc(-c2ccccc2)c1C(=O)NC(=S)NNC(=O)c1ccco1	-0.4
14	Nn1c(SCc2cc([N+](=O)[O-])cc3c2OCOC3)nnc1-c1ccccn1	-0.9
15	Cc1ccc(NC(=O)CN(C)Cc2nc3ccccc3c(=O)[nH]2)c(Br)c1	-2.5
16	O=C(NCCCN1CCCC1=O)c1cccc(S(=O)(=O)Nc2ccccc2Cl)c1	1.1
17	CNC(=O)c1ncoc1-c1ccc(Cl)cc1	-1.4
18	O=C(O)CC1C(=O)NCCN1Cc1ccc(F)c(F)c1 (configuration not stated)	-0.2
19	COc1ccc(CNC(=O)c2ccc3nc(C)c(N(C)Cc4ccc(NC(C)=O)cc4)n3c2)cc1	-0.2
20	C/C=C/c1ccc(OCCCNC)c(OC)c1	0.5

# Reprinted from the part before: 3 compounds, followed by the next part.
No.	Molecule	TTR transcr act
18	O=C(O)CC1C(=O)NCCN1Cc1ccc(F)c(F)c1 (configuration not stated)	-0.2
19	COc1ccc(CNC(=O)c2ccc3nc(C)c(N(C)Cc4ccc(NC(C)=O)cc4)n3c2)cc1	-0.2
20	C/C=C/c1ccc(OCCCNC)c(OC)c1	0.5
21	CCc1c(C)sc2nc(C(C)C)nc(SCC(=O)N3CCc4ccccc4C3)c12	-0.4
22	COc1cc2cc(C(=O)NCCc3c[nH]c4ccccc34)c(N)nc2cc1OC	-3.6
23	COc1cccc(CC2(CO)CCCN(Cc3cn(C)c4ccccc34)C2)c1 (configuration not stated)	3.5
24	CC(C)=CCCC(C)CCO (configuration not stated)	-1.0
25	N=c1c2c(ccn1CCCCc1ccccc1)Oc1ccc3ccccc3c1C2c1ccccc1 (configuration not stated)	-1.1
26	COc1ccc(C(=O)NCc2nnc(SCC(=O)N3CCc4ccccc43)n2CCc2ccccc2)cc1	-0.9
27	Cc1ccc(CN2CC=CCS2(=O)=O)cc1	-0.7
28	CN(C)c1ccc(C(C#N)c2ccc(Cl)cc2)nn1 (configuration not stated)	0.8
29	COCCCNC(=O)CSc1nc2ccccc2c(=O)n1CCC(=O)NCCc1ccc(OC)c(OC)c1	2.0
30	COc1ccc([C@H]2C[C@H](O)[C@@H](n3cc(C4CC4)nn3)CN2C(=O)c2cccs2)cc1	1.3
31	CC(C)CCNc1nc(N)c([N+](=O)[O-])c(NCC2CCCO2)n1 (configuration not stated)	-2.0
32	CC1CN(C2CCN(C(=O)c3ccccc3Cl)CC2)CC(C)O1 (configuration not stated)	-1.7
33	O=C1NC2(CCCC2)C(=O)N1Cc1cc(=O)n2ccsc2n1	-1.4
34	Cc1ccc(C(=O)C2(C)C3c4cc(Br)ccc4OC(=O)C32C(=O)c2ccco2)cc1 (configuration not stated)	-1.5
35	O=C1C=C(c2ccc(Cl)c(C(F)(F)F)c2)C[C@@H](c2ccc(Cl)cc2)C1	1.4
36	Cc1ccc(Nc2nc3ccccc3c(=O)s2)cc1	0.7
37	O=C(CN1CCN(c2ccc(O)cc2)CC1)Nc1ccc(-c2ccccc2)cc1	-3.5
38	CCOC(=O)Nc1sc2c(c1C#N)CCCC2	1.0
39	CCS(=O)(=O)c1ccc(O)c(NC(=O)COc2ccc(C)cc2)c1	-1.3
40	CC(OC(=O)c1cccnc1SCc1cc(=O)n2ccccc2n1)c1ccccn1 (configuration not stated)	-2.1

No.	Molecule	TTR transcr act
41	Cc1c(C(=O)NN)nn(-c2ccc(Cl)cc2)c(=O)c1C#N	-0.9
42	CSc1cccc(NC(=O)C2(S(=O)(=O)c3ccc(C)cc3)CC2)c1	1.7
43	CC1=Nc2cc(C(=O)N3CCCC3)ccc2Sc2ccc(C)cc21	1.7
44	COC(=O)[C@@]1(Cc2ccc(OC)cc2)[C@@H]2[C@@H](CC(=O)[C@H]2CC(=O)C(=O)N(C)C)CN1C(=O)c1ccccc1	0.0
45	CC1(C(=O)NNC(=S)NCc2ccco2)CC1(Cl)Cl (configuration not stated)	-0.8
46	NC1(C#Cc2ccc3oc(=O)c(-n4cc(-c5ccsc5)nn4)cc3c2)CCCCC1	-3.4
47	O=C(Nc1cccc(S(=O)(=O)N2CCOCC2)c1)c1ccc2c(=O)n3c(nc2c1)CCCCC3	-4.4
48	COc1ccc(-c2cn3ccccc3n2)cc1[N+](=O)[O-]	0.2
49	CNC(=O)CN(Cc1ccccc1)S(=O)(=O)c1ccccc1	1.6
50	CC(CCc1ccccc1)NC(=O)c1ccccc1C(=O)O (configuration not stated)	1.7
51	Cc1ccc2cc(C#N)c(N3CCCN(C(=O)C4CCCO4)CC3)nc2c1C (configuration not stated)	0.8
52	Brc1ccc(CN2C3=NCCCN3c3ccccc32)cc1	-0.9
53	Cc1ccc(OC(=O)c2ccccc2)cc1C	0.3
54	Cc1ccc(-c2nnn(CC(=O)N(CC(=O)NC3CCCC3)c3ccc(F)cc3)n2)o1	-0.6
55	CCc1ccc(C(C(=O)NCc2ccccc2)N(C(=O)c2csnn2)C2CC2)cc1 (configuration not stated)	-0.4
56	COc1cc(C(F)(F)F)c(C(=O)N(C)c2ccc(Cl)cc2)cn1	-2.3
57	COc1cccc(C(c2c(N)[nH]c(=S)[nH]c2=O)c2c(N)[nH]c(=S)[nH]c2=O)c1	0.0
58	CCN(CC)CCNC(=O)/C(=N\O)c1ccccn1	0.1
59	O=C(Cc1cccs1)Nc1nnc(SCc2ccc(Br)cc2)s1	1.6
60	Cc1noc(C)c1S(=O)(=O)Nc1ccc2c(c1)C(=O)N([C@H](C)CO)C[C@H](C)[C@@H](CN(C)Cc1ccc(C(=O)O)cc1)O2	4.9

# Random excerpt: 5 compounds from above, in no set order.
No.	Molecule	TTR transcr act
48	COc1ccc(-c2cn3ccccc3n2)cc1[N+](=O)[O-]	0.2
41	Cc1c(C(=O)NN)nn(-c2ccc(Cl)cc2)c(=O)c1C#N	-0.9
43	CC1=Nc2cc(C(=O)N3CCCC3)ccc2Sc2ccc(C)cc21	1.7
57	COc1cccc(C(c2c(N)[nH]c(=S)[nH]c2=O)c2c(N)[nH]c(=S)[nH]c2=O)c1	0.0
53	Cc1ccc(OC(=O)c2ccccc2)cc1C	0.3

# Later entries
No.	Molecule	TTR transcr act
61	O=C(Nc1cc(-c2ccccc2)[nH]n1)c1ccccc1	-1.7
62	COc1cc(/C=c2\sc3n(c2=O)CCCN=3)ccc1O	1.0
63	N/C(=N\OC(=O)CC1CCCCC1)c1cccc(Br)c1	-1.1
64	CCCCN(C)S(=O)(=O)c1cc2c3c(c1)CCC(=O)N3CCC2	5.8
65	COCCCNC1=C(Cl)C(=O)c2ccccc2C1=O	3.9
66	COc1cccc(C(CCc2cc(OC)c(OC)c(OC)c2)NC(C)=O)c1 (configuration not stated)	-0.9
67	Cc1ccccc1NC(=O)COC(=O)c1c(-c2ccccc2)noc1C	1.0
68	CCCCn1nnnc1C(c1ccccc1)N1CCN(c2ccc(C(F)(F)F)cn2)CC1 (configuration not stated)	-1.5
69	COc1ccc(C2C(C(=O)Nc3cccc(C)n3)c3ccccc3C(=O)N2C)cc1OC (configuration not stated)	5.9
70	Cc1ccc(S(=O)(=O)NC(C(=O)Oc2ccc3c(C(F)(F)F)cc(=O)oc3c2)c2ccccc2)cc1 (configuration not stated)	0.2
71	COc1ccc(NC(=O)c2ncn[nH]2)cc1	0.0
72	O=C(NCCN1CCCC1)c1ccccc1Cl	0.1
73	O=C(Nc1ccccc1F)c1nc[nH]c1C(=O)NCc1ccccc1	2.8
74	CCOC(=O)CN1C(=O)S/C(=C/c2ccc(C)o2)C1=O	1.7
75	Cc1ccc(S(=O)(=O)/N=C(/c2ccccc2)N2CCOCC2)cc1	1.0
76	CCCCNS(=O)(=O)c1ccc(S(=O)(=O)NCc2ccncc2)cc1	-0.2
77	Cc1ccc(C(=O)NCC(=O)OCC(=O)NCCNC(=O)COC(=O)CNC(=O)c2ccc(C)cc2)cc1	-0.1
78	CCC(C)(NC(=O)c1ccccn1)C(=O)NC1CCCC1 (configuration not stated)	-1.3
79	CC(=O)Nc1ccc(OCCCN2CCC(C(O)(c3ccccc3)c3ccccc3)CC2)cc1	3.5
80	Cc1noc(C)c1CSCC(=O)Nc1nc2ccc(F)cc2s1	-1.7

No.	Molecule	TTR transcr act
81	COc1ccc(CN(Cc2ccc(C(=O)O)cc2)C(=S)Nc2cc(C)cc(C)c2)cc1OC	0.8
82	COc1ccc(CCNC(=O)CSc2cccc3cccnc23)cc1OC	-0.2
83	Cn1cccc1Cc1nnc(SCC(=O)NCC2CCCO2)n1C (configuration not stated)	-0.4
84	CCOC(=O)C1CCCN(C(=O)CCCn2nnnc2CN2CCOCC2)C1 (configuration not stated)	-0.3
85	CCc1ccc(NC(=S)NC2CC3CCCC(C2)N3Cc2cccs2)cc1 (configuration not stated)	0.7
86	CN(CC(=O)Nc1ccccc1Br)C(=O)c1ccncc1	-0.2
87	CC(C)[C@@H]1Cc2[nH][nH]c(=O)c2[C@H](C(C)C)O1	2.3
88	Cc1c(C)c2ccc(OCC(=O)N3CCOCC3)c(C)c2oc1=O	-1.7
89	O=C(NC(=O)N1CCSCC1)c1c(Cl)cccc1Cl	-0.5
90	O=C(Nc1cc(C(F)(F)F)ccc1N1CCCCC1)c1cccc([N+](=O)[O-])c1	-1.0
91	Cc1cccc(N=C2CCCC2C(=O)Nc2cccc(C)c2C)c1C (configuration not stated)	-0.8
92	CSCCC(=O)N1CCCC(CNC(=O)c2ccc(-c3ccccc3)cc2)C1 (configuration not stated)	-1.9
93	COC(=O)c1c(NC(C)=O)sc(C(=O)Nc2ccccc2C)c1C	2.1
94	O=C(O)/C(=C\c1cn(-c2ccccc2)nc1-c1cccnc1)NC(=O)c1ccccc1	-0.7
95	C[C@H](CO)N1C[C@H](C)[C@@H](CN(C)C(=O)c2ccc3c(c2)OCO3)Oc2cc(/C=C/c3ccccc3)ccc2S1(=O)=O	-3.4
96	Cc1nc2ccccc2n1CC(=O)NC1CCCCCC1	-0.5
97	COc1ccc(Cn2nnnc2C(CC(C)C)N2CCC(C(N)=O)CC2)cc1 (configuration not stated)	0.5
98	C=C(C)c1cccc(C(C)(C)NC(=O)NCC2COCCO2)c1 (configuration not stated)	0.1
99	Cc1cc(C)cc(OCC(=O)NN2C(=O)c3ccccc3C2=O)c1	-1.5
100	COc1ccc(Cn2c(=O)cc(C)[nH]c2=S)cc1	4.3

No.	Molecule	TTR transcr act
101	C[C@@H]1CN([C@@H](C)CO)C(=O)CCCn2nncc2CO[C@H]1CN(C)S(=O)(=O)c1ccc2ccccc2c1	1.1
102	Cc1ccc(NC(=O)CSc2nsc(SCC(=O)Nc3ccc(C)cc3C)c2C#N)c(C)c1	0.4
103	O=C(O)c1ccc(CNC(=O)c2ccccc2NC(=O)c2cccc([N+](=O)[O-])c2)cc1	-1.3
104	Cc1ccsc1C(=O)N1CCc2ccccc2C1	-0.5
105	CC1CCN(c2ccc(NC(=O)c3cccnc3Cl)cc2)CC1	1.9
106	O=C1C(=O)N(c2ccccc2)c2ccccc21	-0.8
107	Cc1c(C(=O)NCc2ccc3c(c2)OCO3)cccc1[N+](=O)[O-]	-0.4
108	Cc1ccc(C)c(CN2C(=O)COc3ccccc32)c1	0.1
109	CCOC(=O)C1=CN(Cc2cccc(I)c2)S(=O)(=O)N(C)C1C (configuration not stated)	4.0
110	CC(=O)N1c2ccc(S(=O)(=O)NCCC(=O)N3CCC(C)CC3)cc2CC1C (configuration not stated)	-0.5
111	COc1ccc(C(=O)NC2CCN(CC(=O)N3CCCCC3)CC2)cc1	-0.6
112	Cc1cc(O)c2c(C)c(CC(=O)N3CCN(C(=O)C4COc5ccccc5O4)CC3)c(=O)oc2c1 (configuration not stated)	9.8*
113	CC1c2ccsc2CCN1S(=O)(=O)c1ccccc1 (configuration not stated)	-2.5
114	S=C(Nc1ccccc1)N1CCn2c(nc3ccccc32)C1	1.6
115	O=C1CSC(=Nc2ccccc2[N+](=O)[O-])N1	0.6
116	Cc1ccc(NC(=O)c2cccc(C(F)(F)F)c2)cc1NC(=O)c1[nH]cnc1C(N)=O	-7.8
117	Cc1nc2nc(C)c(CCC(=O)N3CCOCC3)c(C)n2n1	0.3
118	O=C(O)c1cccnc1Br	-1.2
119	CCc1cccc(C)c1NC(=O)CSc1nc2ccccc2n1CC(=O)N(C)C	1.4
120	CC1(C)OC(=O)C2=C(C[C@@H](CCOCc3ccccc3)O[C@@H]2c2ccc(F)cc2)O1	2.0

No.	Molecule	TTR transcr act
121	C/C(CC(=O)Nc1cccnc1)=N\NC(=O)C(C)Oc1ccc(Cl)cc1Cl (configuration not stated)	0.2
122	O=C(NNS(=O)(=O)c1ccc(F)cc1F)c1csc(-c2cccnc2)n1	19.3*
123	Cc1cc(C(=O)CSc2nc3ccccc3c(=O)[nH]2)c(C)n1CC1CCCO1 (configuration not stated)	-3.3
124	CCNc1nc(N2CCCC2)nc(N2CCCC2)n1	-2.1
125	CCCCCC1CC(=O)C=C(C)C1C(=O)OC (configuration not stated)	5.8

# Screen by screen, as entered above.
# Entries 121 to 125 in TTR transcr act, in turn: 0.2, 19.3*, -3.3, -2.1, 5.8
